Pf growth 48h – inhibits P. falciparum growth in the first generation, 48 h | 310,000 tested, 5.9% active | Potency, µM (doses to about 28.7 µM), without a hit: at the top dose activity change, negative = inhibition, hits mostly inhibitors | P. falciparum luciferase growth in erythrocytes, 48 h; further: potency means the concentration at half of the fitted maximal effect; on the % scale 0 is the no-effect control and ±100 the full control effect
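Growth was read as firefly luciferase luminescence after a 48 h, 37 C, 5% CO2 exposure of compounds to reporter-bearing P. falciparum cultures (0.1% parasitemia, 2% hematocrit final) in Albumax-supplemented RPMI 1640.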
Cycloheximide cs – counter-screen for Shiga toxin inhibitors: cycloheximide protein synthesis inhibition | cell reporter, cycloheximide protein synthesis inhibition counterscreen | max response, % | 300,000 tested, 12% active | AID 2314; in the data active means max response mostly above about 13%, no sharp cut-off; inactive means mostly below about 14%; further: read at 38.3 µM for the half of the compounds with a filed dose; 0% is about no effect
AMA1 RON2 block – AMA1-RON2 (P. falciparum) interaction inhibition; AlphaScreen AMA1-biotinylated RON2 peptide binding; Potency, µM (top dose mostly 58.2 µM), for the others: at the top dose activity change, negative = inhibition, hits mostly inhibitors; 360,000 tested, 0.2% active; AID 720542;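 further: potency means the concentration at half of the fitted maximal effect; 0% = vehicle wells and -100% = peptide control; nearly all actives have a fitted effect of over 45% in size; some results filed as inactive show a strong effect at the top dose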
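AMA1 (3D7) with his tag at 25 nM final met compounds first, then biotinylated RON2 peptide at 25 nM; detection used donor plus acceptor beads, 10 µg/mL apiece, read by AlphaScreen after 30 min at room temperature.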
LmPK inhibitor – inhibitors of Leishmania mexicana pyruvate kinase. Q27686. purified LmPK, Kinase-Glo ATP luminescence, 1 h. Potency, µM (top dose mostly 57.5 µM), without a hit: at the highest dose activity change, negative = inhibition, hits mostly inhibitors. 290,000 tested, 0.37% active. AID 1721; further: potency means the concentration at half of the fitted maximal effect; on the % scale 0 is the no-effect control and ±100 the full control effect
Target sequence (Q27686 whole entry, looked up): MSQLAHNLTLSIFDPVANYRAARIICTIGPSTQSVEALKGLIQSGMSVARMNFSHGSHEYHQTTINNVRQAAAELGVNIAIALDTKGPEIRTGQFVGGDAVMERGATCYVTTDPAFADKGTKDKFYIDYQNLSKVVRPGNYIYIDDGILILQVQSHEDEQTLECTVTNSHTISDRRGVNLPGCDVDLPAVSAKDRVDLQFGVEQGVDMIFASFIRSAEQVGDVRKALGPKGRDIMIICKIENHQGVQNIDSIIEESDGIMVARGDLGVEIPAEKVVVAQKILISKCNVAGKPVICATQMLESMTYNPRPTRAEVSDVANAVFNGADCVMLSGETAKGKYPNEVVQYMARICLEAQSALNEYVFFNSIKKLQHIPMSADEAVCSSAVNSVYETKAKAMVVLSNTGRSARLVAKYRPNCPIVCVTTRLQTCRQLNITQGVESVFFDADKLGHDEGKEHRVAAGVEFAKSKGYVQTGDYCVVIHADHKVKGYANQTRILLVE
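Pyruvate kinase activity monitored as ATP production (luciferase luminescence). Conditions: 0.1 nM enzyme, 0.5 mM PEP, 0.1 mM ADP, 1 h, RT; normalized against uninhibited and no-enzyme wells.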
Tb PYK inh – T. brucei pyruvate kinase inhibition; Q57TT1; TbPYK enzyme, Kinase-Glo Plus ATP luminescence, 45 min; Potency, µM (highest dose often 76.8 µM), for inactives: at the top dose activity, negative = inhibition, most hits filed as inhibitors; 410,000 tested, 0.12% active; AID 624173; further: potency means the concentration at half of the fitted maximal effect; on the % scale 0 is the no-effect control and ±100 the full control effect; nearly all actives have a fitted effect of over 50% in size
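TbPYK + substrate in 50 mM TEA pH 7.2, 100 mM KCl, 10 mM MgCl2, 0.05% BSA, 0.01% Tween-20; cpd pinned; ADP 130 uM final; 45 min RT; Kinase-Glo Plus 10 min; luminescence endpoint.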
Pf growth 96h – inhibits malaria parasite growth, 96 h; P. falciparum luciferase reporter growth, 96 h; Potency, µM (doses to about 28.7 µM), for inactives: at the highest dose activity change, negative = inhibition, hits mostly inhibitors; 320,000 tested, 6.9% active; AID 504834; further: potency means the concentration at half of the fitted maximal effect; on the % scale 0 is the no-effect control and ±100 the full control effect
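96 h incubation, 37 C, 5% CO2, of luciferase-reporter P. falciparum-infected RBCs (2% hematocrit, 0.05% parasitemia final) with test compounds; endpoint luminescence.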
Shiga inhibitor – inhibitors of Shiga toxin in Vero cells | Vero cells, Shiga toxin protein synthesis inhibition reporter | inhibition, % at 38.7 µM | 290,000 tested, 9.2% active; in the data active means inhibition mostly above about 28%, no sharp cut-off; inactive means mostly below about 43%; further: 0% is about no effect
* hit, by the source's call; ? = inconclusive; nt = not tested or not shown; [ ] = dose if it differs, or a comment. Unless noted, the call rests on the fitted dose curve; in most records, active means well fitted curve in the direction sought with a large enough effect; inconclusive means small, poorly fitted or top-dose-only effect, or another doubt; inactive means no such curve, though single readings can be large; an effect the other way counts as inactive or inconclusive. Compounds as they come. Share with any hit: about 21%.

SMILES	Pf growth 48h	Cycloheximide cs	AMA1 RON2 block	LmPK inhibitor	Tb PYK inh	Pf growth 96h	Shiga inhibitor
Cc1ccc(C(=O)N/C(=C/c2ccco2)C(=O)NC2CCS(=O)(=O)C2)cc1 (centres undefined)	13.6%	-0.4	9.3%	2.0%	-1.5%	3.3%	-5.9
COc1ccccc1CN1CCC(n2nccc2NC(=O)CCCc2ccccc2)CC1	?	-2.9	-7.9%	-6.3%	1.6%	1.5%	-5.9
COc1cccc(/C=C(/C(=O)OCC(=O)NC2CCCCCCC2)c2ccccc2)c1	-1.9%	0.9	8.8%	4.6%	3.5%	0.0%	-12.5
Cc1ccccc1NC(=O)CCC(=O)N/N=C/c1c[nH]c2ccccc12	1.8%	12.7	12.8%	0.3%	-4.6%	?	16.8
CCCCCCC(=O)Nc1ccc(C(=O)N2CCCC2)cc1	nt	11.5	-2.0%	-4.7%	2.4%	0.7%	17.8
CC(Oc1ccc(Cl)cc1Cl)C(=O)NN=C1CCN(C)CC1 (centres undefined)	-7.0%	4.1	84.0%[activator]	-5.4%	-1.6%	?	17.7
Cc1ccc(C(=O)NCCc2c[nH]c3ccccc23)s1	69.9%[activator]	51.7*	-22.1%	-0.1%	-0.7%	110.7%[activator]	85.4*
Cc1cc(Br)cc(C)c1NC(=S)NC(=O)CC(C)C	?	-1.3	2.7%	-9.6%	0.7%	nt	-9.2
CC(C)COc1ccc(C(=O)OCCN2CCCCC2)cc1	7.6%	10.3	5.1%	2.4%	3.7%	32.3%[activator]	37.1*
Cc1ccc(S(=O)(=O)N(C)CC(=O)N2CCN(c3ccccn3)CC2)cc1	-1.2%	-2.2	-6.7%	2.6%	6.3%	?	-4.5
COc1ccc(CN(C)CCc2ccccn2)c(OC)c1OC	0.4%	-3.0	?	-0.6%	8.2%	?	-7.4
Cc1nc2ccc(C(=O)O)cc2[nH]1	nt	-7.8	-19.3%	1.8%	0.5%	-78.8%	-11.9

Profiles, looked up by structure:
Listed for Cc1nc2ccc(C(=O)O)cc2[nH]1 = Pf growth 48h: nt; Cycloheximide cs: -7.8; AMA1 RON2 block: -19.3%; LmPK inhibitor: 1.8%; Tb PYK inh: 0.5%; Pf growth 96h: -78.8%; Shiga inhibitor: -11.9
Listed for Cc1ccc(C(=O)NCCc2c[nH]c3ccccc23)s1 = Pf growth 48h: 69.9%[activator]; Cycloheximide cs: 51.7*; AMA1 RON2 block: -22.1%; LmPK inhibitor: -0.1%; Tb PYK inh: -0.7%; Pf growth 96h: 110.7%[activator]; Shiga inhibitor: 85.4*
Listed for COc1ccccc1CN1CCC(n2nccc2NC(=O)CCCc2ccccc2)CC1 = Pf growth 48h: ?; Cycloheximide cs: -2.9; AMA1 RON2 block: -7.9%; LmPK inhibitor: -6.3%; Tb PYK inh: 1.6%; Pf growth 96h: 1.5%; Shiga inhibitor: -5.9

(continued)
SMILES	Pf growth 48h	Cycloheximide cs	AMA1 RON2 block	LmPK inhibitor	Tb PYK inh	Pf growth 96h	Shiga inhibitor
O=C(Nc1nnc(-c2ccccc2)o1)C1CCCCC1	-21.6%	-3.3	129.4%[activator]	5.5%	-0.3%	?	12.2
NNC(=O)CCc1c[nH]c2ccccc12	-7.4%	10.6	4.1%	-5.1%	0.7%	13.0%	-8.6
CCN1C(=O)CC(N2CCN(c3ccc(C(=O)c4ccncc4)cc3)CC2)C1=O (centres undefined)	nt	18.0	-0.5%	1.6%	-5.2%	-10.6%	47.3
CC(C)NC(=O)c1ccc(OC2CSC2)cc1	17.2%	-3.4	10.2%	2.2%	0.7%	34.2%[activator]	29.1*
COc1ccc2oc(=O)cc(C)c2c1	-14.8%	-0.3	24.6%	-0.7%	0.0%	40.0%[activator]	-9.3
COc1ccccc1CNC(=O)CN(C)S(=O)(=O)c1ccc(Br)s1	2.9%	20.9*	1.8%	0.1%	2.2%	92.5%[activator]	56.9*
COc1ccccc1-n1c(SCC(=O)N2CCOCC2)nc(O)cc1=O	?	6.0	-4.6%	-14.9%	-2.6%	?	-3.6
O=c1oc2ccc(Cl)cc2cc1-c1ccccc1	8.7%	4.1	11.3%	-4.6%	7.0%	88.2%[activator]	-2.1
CCC1Oc2ccc(C)cc2N(CC(=O)NCC2COc3ccccc3O2)C1=O (centres undefined)	nt	-4.8	-0.1%	-3.4%	-5.1%	?	23.0
N#Cc1nc(N2CCOCC2)nc(N2CCOCC2)n1	?	-3.2	-1.6%	3.4%	-1.2%	0.0%	31.3
O=C(c1ccc(C(=O)N2CCCCCC2)cc1)N1CCCCCC1	11.1%	-1.7	-8.0%	-5.0%	-6.4%	?	25.7
O=C(O)C1C2C=CC3(CN(c4cccc(C(F)(F)F)c4)C(=O)C13)O2 (centres undefined)	1.1%	-4.6	0.1%	6.5%	-1.2%	10.4µM*	-10.4

An excerpt of these results, field by field:
COc1ccccc1CNC(=O)CN(C)S(=O)(=O)c1ccc(Br)s1
  Pf growth 48h = 2.9% | Cycloheximide cs = 20.9* | AMA1 RON2 block = 1.8% | LmPK inhibitor = 0.1% | Tb PYK inh = 2.2% | Pf growth 96h = 92.5%[activator] | Shiga inhibitor = 56.9*
COc1ccc2oc(=O)cc(C)c2c1
  Pf growth 48h = -14.8% | Cycloheximide cs = -0.3 | AMA1 RON2 block = 24.6% | LmPK inhibitor = -0.7% | Tb PYK inh = 0.0% | Pf growth 96h = 40.0%[activator] | Shiga inhibitor = -9.3
COc1ccccc1-n1c(SCC(=O)N2CCOCC2)nc(O)cc1=O
  Pf growth 48h = ? | Cycloheximide cs = 6.0 | AMA1 RON2 block = -4.6% | LmPK inhibitor = -14.9% | Tb PYK inh = -2.6% | Pf growth 96h = ? | Shiga inhibitor = -3.6

Next results:
SMILES	Pf growth 48h	Cycloheximide cs	AMA1 RON2 block	LmPK inhibitor	Tb PYK inh	Pf growth 96h	Shiga inhibitor
C=CCN1C(=O)/C(=C/c2ccccc2)S/C1=N/c1nccs1	21.0%	-4.2	-8.5%	1.5%	3.7%	?	-6.6
Cc1ccc(Cc2cnc(NC(=O)c3ccco3)s2)cc1	200.7%[activator]	34.8*	9.6%	1.9%	-12.5%	nt	66.7*
CN(CC(=O)Nc1ccc(F)cc1)C(=O)Cn1cnc2ccc(Cl)cc2c1=O	?	nt	2.2%	nt	6.7%	?	nt
COc1ccc(/C=C2\C(=O)NC(=S)N2C(=O)c2ccc(C)cc2)cc1	35.0%[activator]	34.8*	-6.5%	-1.6%	-22.8%	7.38µM*	59.3*
Cc1cnc(C)c(N2CCC(C(=O)NC(C)c3cccs3)CC2)n1 (centres undefined)	-8.4%	-5.5	-12.0%	-2.8%	4.9%	nt	12.0
COCCNC(=O)CSCc1c(F)cccc1Cl	4.1%	-1.5	4.4%	-2.5%	2.8%	?	-9.0
CS(=O)(=O)Nc1ccc(C(=O)NCCSCc2c(F)cccc2Cl)cc1	-0.3%	1.5	6.6%	-3.8%	-0.2%	?	2.4
FC(F)(F)C12CC(c3ccccc3)=NCCN1CCN2 (centres undefined)	-1.2%	-2.6	61.1%[activator]	-3.4%	0.0%	?	-0.3
COCCn1c(=NC(=O)CCS(=O)(=O)c2ccccc2)sc2c(OC)ccc(OC)c21	-10.4%	0.3	2.5%	-8.3%	-0.3%	?	-6.9
COc1ccc2[nH]cc(S(=O)(=O)c3ccc(C(C)C)cc3)c(=O)c2c1	-9.3%	-1.3	2.2%	1.8%	-2.0%	17.6%	-10.4
O=C(CCl)N=c1sccn1Cc1ccc(Cl)cc1Cl	?	28.0*	6.0%	9.2%	-0.6%	11.7µM*	17.8
COc1cccc(CNc2cc(CSc3ccc(Cl)cc3)nc(C)n2)c1	nt	-0.3	35.5%[activator]	1.7%	-3.0%	?	-13.7
CCC(=O)Nc1ccc(C(=O)CSc2nnc(-c3ccc(NS(C)(=O)=O)cc3)n2C)cc1OC	-19.2%	7.3	2.6%	-8.3%	-9.4%	0.465µM*	-14.5
O=C(COC(=O)CNC(=O)C1CCCCC1)Nc1cc(C(F)(F)F)ccc1Cl	7.3%	nt	nt	nt	-13.9%	0.0%	nt
Cc1cc(NCc2ccccc2)nc(N2CCOCC2)n1	13.8%	-2.8	9.5%	-1.3%	-13.4%	?	-13.6
COc1cccc(N2CCN(C(=O)C3CCCN(c4ncnc5c4nc4n5CCCCC4)C3)CC2)c1 (centres undefined)	?	-6.8	-3.1%	0.9%	0.2%	10.4µM*	-5.0
COc1ccc(C(=O)NCC(c2ccco2)N2CCOCC2)cc1OC (centres undefined)	?	nt	9.9%	nt	3.3%	-0.4%	nt
Cc1nn(Cc2ccccc2)c(C)c1NC(=O)c1cccs1	-5.5%	-2.9	24.2%	1.6%	2.6%	-19.5%	-13.5
N=C(c1cccc([N+](=O)[O-])c1)N1CCCCC1	-1.0%	-1.9	0.0%	-11.6%	-2.1%	?	28.1
Cc1cc(C(=O)COc2cccc([N+](=O)[O-])c2)c(C)n1C1CC1	147.8%[activator]	nt	-9.1%	nt	5.3%	62.5%[activator]	nt
Cc1nn(-c2ccccc2)c(=S)n1-c1ccccc1	-11.8%	-7.4	-3.2%	-1.2%	9.3%	1.5%	-21.6
COc1ccc(NC(=O)CN(C)CC(=O)Nc2sc3c(c2C(N)=O)CCC3)cc1	?	nt	56.5%[activator]	nt	-9.7%	?	nt
COC(=O)C1C(O)=C(C=Nc2cccc3ccccc23)C(=O)CC1(C)C (centres undefined)	35.7%[activator]	0.6	-13.5%	8.5%	-1.5%	0.0%	-12.9
CCO[C@@H]1OC(C(=O)N2CCOCC2)=C[C@H](C2CCCCC2)[C@H]1CCCO	-8.5%	-1.1	-3.6%	3.2%	-8.2%	2.9%	16.3
CCn1c(C)c(C2=CCN(S(=O)(=O)c3ccc(C)cc3)CC2)c2ccccc21	?	-0.9	-29.4%	6.0%	-8.2%	-7.4%	-3.4
CC(=O)c1ccc(Oc2ncnc3sccc23)c(CN2CCOCC2)c1	-11.3%	4.2	-9.0%	-4.2%	-0.7%	-7.2%	-1.7
Cc1ccccc1Nc1nc(CSc2nnnn2-c2ccccc2)cs1	nt	-1.5	-4.5%	3.3%	-2.1%	?	-4.6
COCCNS(=O)(=O)c1ccc2c(c1)oc(=O)c1cc(S(=O)(=O)NCCOC)ccc12	?	-1.8	nt	2.7%	nt	1.85µM*	-4.9
Fc1ccc(F)c(CN2CCN(c3ncccn3)CC2)c1	12.5%	-1.7	-12.3%	2.3%	7.7%	8.8%	-2.4
COc1ccc2[nH]c3c(c2c1)CCN1C(=O)N([C@@H](C)C(=O)NCc2ccccc2)C(=O)[C@]31C	?	-3.7	8.4%	0.0%	4.6%	?	9.5

Assay outcomes as filed in PubChem.
